TDP1 cell CPT: qHTS for Inhibitors of human tyrosyl-DNA phosphodiesterase 1 (TDP1): qHTS in cells in presence of CPT | chicken DT40 Tdp1-/-;hTDP1 cells + 20 nM CPT, ATP luminescence, 48 h | Potency, µM (highest dose often 46.2 µM), for the others: at the top dose activity change, negative = growth inhibition, hits mostly inhibitors | 12% of 420,000 active | AID 686979, 2013; further: nearly all actives have a fitted effect of over 55% in size
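Chicken DT40 Tdp1-/- cells stably complemented with human TDP1 were seeded at 400 cells/well in medium containing 20 nM camptothecin, exposed to pin-transferred compounds, and grown at 37 °C for at least 48 hr. Viability was read as ATP luminescence.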
GCN5L2 inh: qHTS Assay for Inhibitors of GCN5L2. Histone acetyltransferase KAT2A (Homo sapiens), Q92830. Potency, µM (highest dose often 58.9 µM), without a hit: at the highest dose activity change, negative = inhibition, most hits filed as inhibitors. 0.21% of 390,000 active. AID 504327, 2011. GCN5L2 HAT assay, ThioGlo1 CoA-SH fluorescence
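Compounds, pin-transferred from DMSO stocks, meet 20nM GCN5L2 for 15 min before the reaction begins with H3(1-25) peptide (75uM) and acetyl-CoA (70uM). Thiol-reactive ThioGlo1 reports CoA release over 20 min at room temperature.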
FEN1 inh: qHTS Assay for the Inhibitors of Human Flap endonuclease 1 (FEN1). Potency, µM (series often up to 114 µM), without a hit: top-dose activity change, negative = inhibition, usual class: inhibitors. Recombinant FEN1 flap cleavage, fluorescence, 15 min. AID 588795, 2011. 0.35% of 390,000 active. P39748; further: nearly all actives have a fitted effect of over 65% in size
Target sequence (P39748 whole entry, looked up): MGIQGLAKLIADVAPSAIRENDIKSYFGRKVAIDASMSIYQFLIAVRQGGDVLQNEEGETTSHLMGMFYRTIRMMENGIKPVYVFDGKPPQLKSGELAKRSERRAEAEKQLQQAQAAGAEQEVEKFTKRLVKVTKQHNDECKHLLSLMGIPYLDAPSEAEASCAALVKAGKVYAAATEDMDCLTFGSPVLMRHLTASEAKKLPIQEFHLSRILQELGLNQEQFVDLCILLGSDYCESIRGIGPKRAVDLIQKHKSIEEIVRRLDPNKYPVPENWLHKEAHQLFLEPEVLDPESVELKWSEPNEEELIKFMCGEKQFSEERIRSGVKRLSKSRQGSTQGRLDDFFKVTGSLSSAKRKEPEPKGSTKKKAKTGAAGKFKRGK
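Compounds are tested as a concentration series against 10 nM FEN1; after a 15 min room-temperature preincubation, 50 nM substrate starts cleavage, with plate reads at 0 and 15 min. Normalized responses are fitted by a Hill equation.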
* hit, by the source's call; ? = inconclusive; · = no result given; & = joins results of further samples; [ ] = another dose, or the depositor's remark. The call rests on the fitted dose curve; in most records, active means well fitted curve in the direction sought with a large enough effect; inconclusive means small, poorly fitted or top-dose-only effect, or another doubt; inactive means no such curve, though single readings can be large; an effect the other way counts as inactive or inconclusive. On the % scale 0 is the no-effect control and ±100 the full control effect; potency means the concentration at half of the fitted maximal effect. Not all compounds are listed; the hit share may differ from the screen's.

mol | GCN5L2 inh | TDP1 cell CPT | FEN1 inh
O=C(Cc1ccc(Cl)cc1)Nc1ccc(Br)cc1 | -1.7% | 2.7% | -0.2%
COCC(=O)N1CCC2(CC1)CCN(c1ccccc1)CC2 | -9.5% | -3.5% | ·
Cc1ccccc1NC(=O)NCc1cccnc1 | · | 39.0%[activator] | 1.7%
CCCOc1ccc(C2C(C(=O)c3ccc(C)o3)=C(O)C(=O)N2CCCn2ccnc2)cc1 (configuration not stated) | · | ? | -3.1%
Cn1c(=O)n(C)c2cc(S(=O)(=O)Nc3ccccc3)ccc21 | 14.7% | -15.8% | -11.5%
CCc1nnc(SCc2nc(-c3ccc(OC)cc3)oc2C)c2cc3sccc3n12 | -4.0% | -22.5% | -15.4%
CCOC(=O)C1=C(c2ccccc2)NC(=S)NC1c1ccc(C)c([N+](=O)[O-])c1 (configuration not stated) | -3.4% | 23.1µM* | -7.0%
NC(=O)c1ccsc1NC(=O)CS(=O)(=O)c1ccc(Cl)cc1 | -7.0% | -27.8% | 9.3%
CN(C)C(=O)N1CCC(C(=O)NCc2ccc(F)cc2)CC1 | -10.8% | -5.7% | 18.2%
CCC(=O)N1CCCc2cc(S(=O)(=O)CCC(=O)Nc3ccccc3C)ccc21 | -13.4% | -15.2% | 3.6%
C=CCn1c(O)c(N=NC(=O)c2ccc3c(c2)OCO3)c2ccccc21 | -2.2% | -13.3% | -0.4%
COc1cccc(CNC(=O)C2CCCN(c3nc4ccccc4o3)C2)c1 (configuration not stated) | -4.2% | -10.6% | 13.5%
COc1cc(NS(=O)(=O)c2ccc3c(c2)C(C)(C)C(=O)N3C)cc(OC)c1 | ? | -1.7% | 15.4%
Cc1ccc(C(=O)NCC(=O)NC2CC2)cc1 | -0.8% | -25.1% | 16.7%
O=C(Nc1ccccc1)c1ccc2nsnc2c1 | -0.3% | -15.2% | -1.0%
CC(CC(=O)NCc1ccc(Cl)cc1)c1ccccc1 (configuration not stated) | 0.7% | 2.8% | -12.5%
CCOC(=O)c1ccc(NC(=O)CSc2nnc(CNC(=O)c3ccc(OC)cc3)n2CC)cc1 | -5.6% | 2.3% | 1.4%
Cc1cc(C(=O)NCCC2=CCCCC2)ccc1[N+](=O)[O-] | -7.0% | 19.7% | -14.9%
CC1=N/C(=C\c2ccc([N+](=O)[O-])cc2)C(=O)N1c1ccc(F)cc1F | -1.4% | ? | 0.8%
Cc1ccc(N2C(N)=C(C#N)C(c3ccsc3)C3=C2CC(C)(C)CC3=O)cc1 (configuration not stated) | 5.7% | ? | 4.8%
O=C(N/N=C/c1ccncc1)C1CC1(c1ccccc1)c1ccccc1 (configuration not stated) | -0.5% | -20.1% | 12.9%
CCn1cc(C(=O)NCC2CCCO2)c(=O)c2cc(S(=O)(=O)N(C)C3CCCCC3)ccc21 (configuration not stated) | -4.6% | -23.5% | 3.1%
Cc1ccc(C2CC(c3cccc(NS(C)(=O)=O)c3)=NN2S(C)(=O)=O)cc1 (configuration not stated) | -11.9% | ? | 3.1%
O=C(Nc1sc2c(c1CN1CCOCC1)CCC2)c1ccc(F)cc1 | -1.1% | ? | 3.6%
CC(C)c1[nH]c(=O)c(C#N)c2c1COC(C)(C)C2 | -27.1% | -17.9% | -10.4%
O=C(NCc1ccc2c(c1)OCO2)C1CCN(S(=O)(=O)c2ccc(F)cc2)CC1 | 1.8% | -21.4% | -1.9%
CC(C)(C)c1csc(NNC(=O)c2ccc(Br)cc2)n1 | -7.8% | ? | -12.6%
Cc1ccc(S(=O)(=O)N2CCN(c3ncnc4sccc34)CC2)cc1 | -18.8% | 7.31µM* | 7.3%
Cc1sc2c(c1C)c(=O)n(CCc1ccccc1)c(=O)n2Cc1cccc(F)c1 | 1.2% | ? | 1.6%
Cc1ccc(/C=C2\CCOC2=O)cc1 | 1.7% | -5.1% | -3.6%
O=C(Nc1cccc(S(=O)(=O)N2CCCC2)c1)c1ccc(Cl)nc1 | -1.0% | 4.61µM* | -4.2%
C#Cc1ccc(CN2CCCC(C(=O)Nc3ccccc3Oc3cccnc3)C2)cc1 (configuration not stated) | -8.6% | ? | 4.6%
Cc1ccc(N(CC(=O)NC2CCCC2)C(=O)c2c(C)noc2C)cc1C | -3.3% | -4.5% | 10.7%
Cc1ccc(Nc2nc(N)nc(CSC(=S)N3CCN(c4ccccc4)CC3)n2)cc1 | -11.1% | -18.4% | -9.5%
COc1cccc(Nc2cc(C)c3ccccc3n2)c1 | -7.5% | -10.0% | -18.1%
CCOc1ccc2[nH]c(SCC(=O)OC)c([N+](=O)[O-])c2c1 | 2.5% | 6.51µM* | -1.5%
Cc1ccc(C2=NN(CC(=O)NCCN(C)C)C(=O)CC2)cc1 | -9.0% | -1.8% | -1.8%
CNC(=O)/C(C#N)=C\c1ccc(CNS(=O)(=O)c2ccc(Cl)cc2)o1 | -4.7% | ? | -2.5%
COC(=O)C1=C(C)N(Cc2ccc(OC)c(OC)c2)C(=O)C1 | -0.7% | ? | 0.0%
CN(c1ccc(F)cc1)S(=O)(=O)c1ccc(Cl)c(C(=O)OCC(=O)NCc2ccco2)c1 | 0.6% | -7.0% | -16.3%
O=C1c2ccccc2C(Nc2ccc3c(c2)OCCO3)N1c1ccc(Cl)cn1 (configuration not stated) | -6.3% | ? | 3.2%
CC(=O)c1ccc(CCCCCCCCCC(=O)O)s1 | -8.3% | -1.3% | 0.0%
COc1ccccc1N1CCN(C(=O)C2CC2)CC1 | · | 7.6% | 6.7%
O=C(O)c1ccc(NC(=S)NC(=O)c2cccc(COc3ccccc3)c2)cc1 | -3.4% | -26.4% | 16.2%
N#CCCN1CCN(CCC#N)c2ccccc21 | · | 2.7% | 14.2%
Cc1ccc(NC(=O)CSc2nc(-c3ccco3)nc3cc(=O)[nH]n23)c(Cl)c1 | -7.2% | -8.1% | -21.1%
CCN(CC)S(=O)(=O)c1cc(NC(=O)COC(=O)C2CCC2)ccc1C | -1.2% | 7.0% | -16.6%
Cc1ccc(CNC(=O)c2nccnc2C(=O)O)cc1 | -4.5% | 8.0% | 2.4%

In a second layout: results already given
Every second line gives: GCN5L2 inh | TDP1 cell CPT | FEN1 inh
CC(C)c1[nH]c(=O)c(C#N)c2c1COC(C)(C)C2
  -27.1% | -17.9% | -10.4%
O=C(NCc1ccc2c(c1)OCO2)C1CCN(S(=O)(=O)c2ccc(F)cc2)CC1
  1.8% | -21.4% | -1.9%
CC(C)(C)c1csc(NNC(=O)c2ccc(Br)cc2)n1
  -7.8% | ? | -12.6%
Cc1ccc(S(=O)(=O)N2CCN(c3ncnc4sccc34)CC2)cc1
  -18.8% | 7.31µM* | 7.3%
Cc1sc2c(c1C)c(=O)n(CCc1ccccc1)c(=O)n2Cc1cccc(F)c1
  1.2% | ? | 1.6%
Cc1ccc(/C=C2\CCOC2=O)cc1
  1.7% | -5.1% | -3.6%
O=C(Nc1cccc(S(=O)(=O)N2CCCC2)c1)c1ccc(Cl)nc1
  -1.0% | 4.61µM* | -4.2%
C#Cc1ccc(CN2CCCC(C(=O)Nc3ccccc3Oc3cccnc3)C2)cc1 (configuration not stated)
  -8.6% | ? | 4.6%
Cc1ccc(N(CC(=O)NC2CCCC2)C(=O)c2c(C)noc2C)cc1C
  -3.3% | -4.5% | 10.7%
Cc1ccc(Nc2nc(N)nc(CSC(=S)N3CCN(c4ccccc4)CC3)n2)cc1
  -11.1% | -18.4% | -9.5%
COc1cccc(Nc2cc(C)c3ccccc3n2)c1
  -7.5% | -10.0% | -18.1%
CCOc1ccc2[nH]c(SCC(=O)OC)c([N+](=O)[O-])c2c1
  2.5% | 6.51µM* | -1.5%
Cc1ccc(C2=NN(CC(=O)NCCN(C)C)C(=O)CC2)cc1
  -9.0% | -1.8% | -1.8%
CNC(=O)/C(C#N)=C\c1ccc(CNS(=O)(=O)c2ccc(Cl)cc2)o1
  -4.7% | ? | -2.5%
COC(=O)C1=C(C)N(Cc2ccc(OC)c(OC)c2)C(=O)C1
  -0.7% | ? | 0.0%
CN(c1ccc(F)cc1)S(=O)(=O)c1ccc(Cl)c(C(=O)OCC(=O)NCc2ccco2)c1
  0.6% | -7.0% | -16.3%
O=C1c2ccccc2C(Nc2ccc3c(c2)OCCO3)N1c1ccc(Cl)cn1 (configuration not stated)
  -6.3% | ? | 3.2%
CC(=O)c1ccc(CCCCCCCCCC(=O)O)s1
  -8.3% | -1.3% | 0.0%
COc1ccccc1N1CCN(C(=O)C2CC2)CC1
  · | 7.6% | 6.7%
O=C(O)c1ccc(NC(=S)NC(=O)c2cccc(COc3ccccc3)c2)cc1
  -3.4% | -26.4% | 16.2%
N#CCCN1CCN(CCC#N)c2ccccc21
  · | 2.7% | 14.2%

The listing continues:
mol | GCN5L2 inh | TDP1 cell CPT | FEN1 inh
C/C(=N\Nc1ccc(S(=O)(=O)N2CCCCC2)cn1)c1cccc(Br)c1 | -9.5% | ? | -6.5%
COc1cc(CN2CCC(C(=O)NCCC(C)C)CC2)ccc1OCc1ccccc1 | -3.0% | ? | 7.9%
CCc1ccc(-c2csc(NC(=O)C3CC(=O)N(c4ccc5c(c4)OCCO5)C3)n2)cc1 (configuration not stated) | -12.5% | 16.4µM* | ?
COc1ccc(NC(=O)c2cc(S(=O)(=O)N3CCOCC3)cn2C)cc1Cl | -3.9%&-2.8% | ? | 16.3%&19.2%

Screens: PubChem, National Center for Advancing Translational Sciences (NCATS)
